From PubChem BioAssay
MBD2 inh = MBD2-methylated oligo binding inhibition; Q9UBB5; TR-FRET, MBD2 binding to methylated oligonucleotide; inhibition, % at 4.4 µM; actives 0.31% (n = 370,000); in the data active means inhibition above about 13%
Target sequence (Q9UBB5 whole entry, looked up): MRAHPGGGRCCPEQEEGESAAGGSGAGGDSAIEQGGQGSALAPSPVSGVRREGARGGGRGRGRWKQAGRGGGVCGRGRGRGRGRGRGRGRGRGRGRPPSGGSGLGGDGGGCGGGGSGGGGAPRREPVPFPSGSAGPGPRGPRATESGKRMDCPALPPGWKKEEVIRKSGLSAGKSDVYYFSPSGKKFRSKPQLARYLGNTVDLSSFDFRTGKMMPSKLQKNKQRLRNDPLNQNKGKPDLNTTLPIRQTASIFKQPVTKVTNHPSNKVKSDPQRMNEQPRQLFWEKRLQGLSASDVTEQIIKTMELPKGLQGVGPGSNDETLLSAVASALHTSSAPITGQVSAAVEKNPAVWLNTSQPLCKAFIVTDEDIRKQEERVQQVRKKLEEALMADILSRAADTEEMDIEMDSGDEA
SMARCA2 activ = activators of SMARCA2 function | MG213 cells, MMTV-luciferase reporter, dexamethasone, overnight | activation, % at 9.1 µM | actives 1% (n = 370,000); in the data active means activation above about 7.8%;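 further: 0% = vehicle wells and 100% = reference activator wells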
NR1D1 modulator = Rev-erb alpha (human) modulation | activity, % at 10 µM | actives 0.79% (n = 370,000) | P20393 | Rev-erbα–FITC-DNA binding, fluorescence polarization, 90 min;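 active means activity above about 14%, limit read from the data; passing the limit was not always enough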;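 further: 0% = DMSO wells with 35 nM protein and 100% = DMSO wells with 750 nM protein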
hcDAF12 agonist = activators of H. contortus DAF-12 nuclear receptor; HEK293 hcDAF-12 lit1-tk-luc reporter, luminescence; 0% DMSO, 100% Δ7-dafachronic acid; activation, % at 6.8 µM; actives 1.4% (n = 370,000);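 active means activation above the mean of all tested compounds plus 3 SD, cut at about 5.5% in these data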;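 further: 100% = response to 3 µM Δ7-dafachronic acid high control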
PLC-gamma1 inh = inhibitors of human phospholipase C gamma1; purified PLC-gamma1, fluorogenic substrate, fluorescence; inhibition, % at 12.2 µM; actives 0.84% (n = 370,000); AID 720700; in the data active means inhibition above about 9.5%
DAX1 inh-1 = inhibitors of human orphan nuclear receptor DAX1 (NR0B1) | P51843 | HEK293 Gal4-DAX1 luciferase reporter, luminescence | inhibition, % at 6.75 µM | actives 0.99% (n = 340,000) | AID 504766;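 active means inhibition above the mean over all tested compounds plus 3 SD, cut at about 4.2% in these data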;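 further: 0% = DAX1-transfected cells with DMSO and 100% = empty-vector control cells with DMSO; inhibition shows as a rise in luminescence from relieved DAX1 repression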
ADAM17 inh = ADAM17 inhibition, QFRET primary screen; recombinant ADAM17, EDANS/DABCYL FRET peptide cleavage; inhibition, % at 6.95 µM; actives 0.83% (n = 370,000);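 active means inhibition above the mean of compounds lying between control limits plus 3 SD, set per campaign, cut at about 8.5% in these data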;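 further: 0% = DMSO-only wells as the low control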
Target sequence (P78536 215-824 limits assumed): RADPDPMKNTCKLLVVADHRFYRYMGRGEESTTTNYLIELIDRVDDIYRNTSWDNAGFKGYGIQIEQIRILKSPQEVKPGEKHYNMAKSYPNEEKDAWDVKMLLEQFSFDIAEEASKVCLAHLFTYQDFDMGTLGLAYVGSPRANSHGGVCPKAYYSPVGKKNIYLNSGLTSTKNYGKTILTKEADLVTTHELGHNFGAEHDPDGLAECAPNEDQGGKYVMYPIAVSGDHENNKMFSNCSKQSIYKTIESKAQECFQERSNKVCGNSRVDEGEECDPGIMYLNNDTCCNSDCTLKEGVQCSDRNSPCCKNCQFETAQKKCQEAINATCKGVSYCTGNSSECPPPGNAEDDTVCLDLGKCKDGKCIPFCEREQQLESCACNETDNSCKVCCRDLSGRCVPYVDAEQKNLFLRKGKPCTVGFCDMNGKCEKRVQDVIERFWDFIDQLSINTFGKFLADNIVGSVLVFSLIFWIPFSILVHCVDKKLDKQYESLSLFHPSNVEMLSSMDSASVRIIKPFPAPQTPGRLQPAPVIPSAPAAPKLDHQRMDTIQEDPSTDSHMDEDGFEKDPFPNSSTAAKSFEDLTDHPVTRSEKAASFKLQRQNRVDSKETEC
DAX1 inh-2 = blocks DAX1 repression of SF-1 activated StAR promoter; HEK293T StAR-luciferase reporter, SF-1/DAX-1 repression relief; inhibition, % at 6.8 µM; actives 1.1% (n = 370,000); AID 652010;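 active means inhibition above the mean over all tested compounds plus 3 SD, cut at about 3.6% in these data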;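 further: 0% = DAX-1 cells with DMSO and 100% = cells lacking DAX-1 with DMSO; higher inhibition means more luminescence from relief of DAX-1 repression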
hgDAF-12 ag = hgDAF-12 agonism, primary luciferase screen; HEK293 GAL4-hgDAF12 UAS-luciferase reporter, agonist luminescence; normalized to butyrate control; activation, % at 6.8 µM; actives 1.8% (n = 370,000);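 active means activation above a cutoff set at the mean of all screened compounds plus 3 SD, cut at about 10% in these data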;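 further: 0% = DMSO wells and 100% = sodium butyrate wells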
ssDAF-12 act = activates DAF-12 receptor from parasite S. stercoralis | activation, % at 6.8 µM | actives 1% (n = 370,000) | AID 652126 | HEK293 ssDAF-12/GRIP1 lit1-tk-luc reporter, luminescence; % of 3 µM dafachronic acid response;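 active means activation above the mean over all tested compounds plus 3 SD, cut at about 0.9% in these data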;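 further: 0% = DMSO-only wells and 100% = 3 µM delta7-dafachronic acid wells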
PLC-beta3 inh = PLC-beta3 (human) inhibition, primary screen; Q01970; Purified PLC-beta3, fluorogenic substrate, fluorescence; inhibition, % at 12.2 µM; actives 0.18% (n = 370,000); AID 720704; in the data active means inhibition above about 11%;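 further: 0% = median of compound wells on plate and 100% = full blocker control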
Numbers without * were called inactive; i = inactive; · = no result given; & = joins results of further samples.

SMILES	MBD2 inh	SMARCA2 activ	NR1D1 modulator	hcDAF12 agonist	PLC-gamma1 inh	DAX1 inh-1	ADAM17 inh	DAX1 inh-2	hgDAF-12 ag	ssDAF-12 act	PLC-beta3 inh
Cc1ccc(S(=O)(=O)NCCC(=O)N(C)Cc2cccs2)cc1	2	4	0	-0.4	1	-0.4	-2	-0.5	0.8	0.0	-5
CCc1cc(C(c2cccc(OC)c2)N2CCOCC2)c(NC(=O)c2ccccc2)s1 (centres undefined)	-3	3	-7	-0.4	-13	-0.5	2	0.2	3.3	-1.3	-24
O=C(Nc1ccccc1)Nc1cnccn1	5	1	3	-0.5	-3	0.6	-4	0.3	0.6	-1.1	-8
N#CC1=C2SCN(c3ccccc3)CN2C(=O)CC1c1ccccc1Cl (centres undefined)	0	2	-4	-1.1	-7	-0.2	-4	0.8	3.5	-0.6	-7
COc1ccc(Cl)cc1NC(=O)CNCC(c1ccccc1)N(C)C (centres undefined)	6	-4	-6	2.7	0	1.7	-6	0.4	1.4	-0.1	-6
Cn1cccc1C(=O)OCC(=O)NCCCc1ccccc1	-3	2	-3	0.1	-1	-0.3	-1	-3.9	0.1	-1.0	-8
CC(C)OC(=O)c1cc2ccccc2[nH]1	3	1	-3	-0.2	-4	-1.0	-2	-0.5	2.0	-1.9	-3
Cc1ccc(S(=O)(=O)Nc2cccc(C(=O)NCC(c3ccc(F)cc3)N3CCOCC3)c2)cc1 (centres undefined)	0	1	-4	-0.5	1	0.1	0	0.6	3.0	-1.4	-2
Cc1ccc(NS(=O)(=O)c2ccc3c(c2)oc(=O)n3C)cc1C	-4	0	1	0.2	2	0.3	-1	-0.5	1.1	-0.9	-4
CC(C)(C)NC(=O)COC(=O)/C=C/c1ccccc1[N+](=O)[O-]	-1	5	5	0.5	-1	-0.1	-1	-0.3	0.4	-1.0	0
COc1ccc(-c2nc3ccccc3[nH]2)cc1	7	5	-2	5.8*	-1	-2.1	-9	6.8*	12*	0.3	-1
CCN(CC(=O)Nc1ccc2c(c1)OCCO2)S(=O)(=O)c1cccs1	-4	4	-4	-0.7	1	0.6	3	-0.2	4.1	-1.4	1
Cc1cc(OC(=O)c2ccco2)c2c(C)cc(=O)oc2c1	-1	-2	-3	-1.1	-11	2.6	-4	0.1	-0.1	-0.9	-14
Cc1cccc(OCCC(=O)NCC(c2ccco2)N2CCCCC2)c1 (centres undefined)	-8	1	-1	0.3	0	-0.2	2	-0.5	0.3	-1.2	0
NNc1nc2c(-c3cccc(C(F)(F)F)c3)nnn2c2ccccc12	-5	-3	1	6.5*	-248	0.4	-26	0.0	-2.0	0.1	-372
COc1ccccc1OCCCCn1ncc2ccc(OC)c(OC)c2c1=O	-2	-2	-3	-0.1	1	0.5	-2	-0.5	1.9	-1.5	-8
CC(C(=O)NCCCc1ccccc1)c1ccc([N+](=O)[O-])cc1 (centres undefined)	-6	-4	2	-1.4	1	-0.3	0	0.0	-0.3	-1.5	3
Nn1c(-c2cccc([N+](=O)[O-])c2)nc2ccccc2c1=O	-2	-2	0	-2.0	1	0.1	-3	-0.2	3.1	-1.4	0
COc1ccccc1C(=O)NCc1ccccn1	4	-3	5	0.1	-3	1.8	-5	-0.3	-0.1	-1.7	-9
COC(=O)[C@]12C[C@H](CC(=O)NCc3cccc4ccccc34)C(=O)N(Cc3ccc(Cl)cc3Cl)C1=C[C@H](C(C)(C)C)O[C@@H]2C	7	-5	2	0.7	1	·	-1	-1.2	0.5	-1.4	0
O=C(O)CC1NC(=O)N(c2ccccc2)C1=O (centres undefined)	3	-1	1	-2.1	5	·	-1	1.5	-0.8	-1.2	3
COc1cccc(OCC(=O)NNC(=O)c2ccc(-c3ccccc3)cc2)c1	6	-3	-7	-2.0	0	0.1	-1	-1.1	-2.3	-1.5	3
O=C(O)c1ccc(NC(=O)C2CCN(S(=O)(=O)c3ccc4c(c3)OCCO4)CC2)cc1	4	-3	-6	-1.5	-2	0.7	-4	0.2	-1.9	-0.4	-1
COc1ccc(-c2nnc(-c3ccccc3O)o2)cc1	0	4	6	2.4	-51	0.5	-2	1.9	12*	0.2	-66
Cn1c(=O)oc2cc(S(=O)(=O)N3CCCC(C(=O)Nc4ccc5c(c4)OCCO5)C3)ccc21 (centres undefined)	3	-7	-8	-2.9	2	-1.1	0	-3.0	-3.1	-1.5	-3
C=Cc1ccc(CN2CCCN(Cc3ccc(Cl)cc3)S2(=O)=O)cc1	3	4	-4	0.4	2	-0.2	0	0.3	-1.4	-1.4	-4
CC(OC(=O)c1ccco1)C(=O)Nc1ncc(Cl)cc1Cl (centres undefined)	6	-1	1	1.2	-2	0.5	-3	0.3	1.1	0.0	-8
COc1cc2c(cc1OC)[C@@H](Cc1ccc(OCCC#N)cc1)N(C)CC2	0	-3	1	-1.3	-10	-0.9	-5	0.2	0.9	-0.9	-14
Cc1cccc(CN2CCN(C3CN(Cc4ccc([N+](=O)[O-])cc4)S(=O)(=O)C3)CC2)c1 (centres undefined)	1	-7	-2	0.0	1	·	-3	-1.6	-3.9	-1.6	0
CCC(C)NC(=O)CSc1nc2c(sc3ccccc32)c(=O)n1CCCN1CCOCC1 (centres undefined)	-5	-2	-5	0.2	9.9*	0.0	-5	0.5	-0.7	-0.5	3
CC(=O)N(/N=C/c1cccc(C)c1)c1nc(-c2ccc(Br)cc2)cs1	-2	1	-1	0.1	2	0.6	-2	-0.1	-1.0	0.7	1
COc1ccc2c(C(=O)CN3CCN(c4ccccc4)CC3)c[nH]c2c1	2	-1	-1	1.5	-2	0.3	-3	-1.0	2.2	-0.9	-10
S=c1[nH]nc(C2CCCCC2)n1/N=C/c1ccncc1	1	-2	9	0.0	-4	-0.2	-2	0.2	3.0	-1.6	3
O=C(NNC(=S)NC(=O)c1ccccc1[N+](=O)[O-])c1ccccc1Cl	7	-2	-1	7.2*	4	-0.5	4	0.1	4.2	-0.9	-1
Cc1ccc(SC(C)C(=O)Nc2ccncc2)cc1 (centres undefined)	2	-5	1	-1.8	1	-2.0	-5	-1.9	-2.4	-2.4	-3
Cc1ccc(F)cc1C(=O)N1CCCC(c2nc(-c3cccs3)no2)C1 (centres undefined)	-3	-5	1	-2.3	0	·	3	0.0	6.4	-1.2	4
O=C(Nc1sc2c(c1-c1nc3ccccc3s1)CCNC2)C(F)F	4&6	·	-4&-2	3.5&2.1	i	·	-12&-14	·	2.2&10	0.3&-0.9	i
CCOc1ccc(S(=O)(=O)N2CCOCC2)cc1NC(=O)CCOc1ccc(C(C)(C)C)cc1	-1	1	-1	3.6	1	-0.2	1	0.7	-2.0	-1.1	-5
Cc1cccc(C(=O)OCC(=O)NC2CC2)c1O	-3	2	-5	0.7	-1	0.1	1	1.7	0.0	-0.3	-3
C=CCn1c(CCC(O)COCCC)n[nH]c1=S (centres undefined)	2	4	3	-1.8	4	-0.5	0	-0.3	-2.5	-2.4	1

Compound profiles, from the list above. Order of values: MBD2 inh, SMARCA2 activ, NR1D1 modulator, hcDAF12 agonist, PLC-gamma1 inh, DAX1 inh-1, ADAM17 inh, DAX1 inh-2, hgDAF-12 ag, ssDAF-12 act, PLC-beta3 inh
Shown for CC(OC(=O)c1ccco1)C(=O)Nc1ncc(Cl)cc1Cl (centres undefined) → 6, -1, 1, 1.2, -2, 0.5, -3, 0.3, 1.1, 0.0, -8
Shown for COc1cc2c(cc1OC)[C@@H](Cc1ccc(OCCC#N)cc1)N(C)CC2 → 0, -3, 1, -1.3, -10, -0.9, -5, 0.2, 0.9, -0.9, -14
Shown for CC(C)(C)NC(=O)COC(=O)/C=C/c1ccccc1[N+](=O)[O-] → -1, 5, 5, 0.5, -1, -0.1, -1, -0.3, 0.4, -1.0, 0

(continued)
SMILES	MBD2 inh	SMARCA2 activ	NR1D1 modulator	hcDAF12 agonist	PLC-gamma1 inh	DAX1 inh-1	ADAM17 inh	DAX1 inh-2	hgDAF-12 ag	ssDAF-12 act	PLC-beta3 inh
O=C(N/N=C/C=C/c1ccco1)C(O)c1ccccc1 (centres undefined)	3	3	-13	-0.3	-23	-1.5	-3	0.9	-0.2	-1.1	-29
Cc1noc(/C=C/N(C)C)c1S(=O)(=O)N1CCC(C(=O)O)CC1	-1	-1	0	-0.1	-17	1.2	-1	0.7	4.1	-0.8	-13
CCCN(C(=O)c1cccc(S(=O)(=O)N2CCN(Cc3ccccc3)CC2)c1)C1CCS(=O)(=O)C1 (centres undefined)	-7	-2	-7	-1.6	0	0.5	-2	0.1	-1.2	-1.3	-1
COc1ccccc1NC(=O)COC(=O)/C=C/c1cccs1	1	2	5	-0.5	-1	-0.3	0	-0.4	-0.5	-1.0	-1
CC(C)c1ccc(NC(=S)NN2CCN(C)CC2)cc1	1	0	0	-1.3	-3	0.5	-3	-0.8	1.8	-0.3	4
COCCn1c(C)cc(C(=O)COC(=O)c2ccc[nH]c2=O)c1C	4	-2	-9	-3.8	2	-0.4	1	-1.8	-8.6	-2.4	3
COc1cccc(C(=O)Cn2c(=O)n(CCC(=O)NCC3CCCO3)c(=O)c3cc(OC)c(OC)cc32)c1 (centres undefined)	0	-3	-5	1.9	2	0.6	-11	-0.6	-0.8	-1.2	-8
O=C(NCc1ccc2c(c1)OCO2)c1ccc(CN2CCOCC2)cc1	-3	-1	0	0.6	7	-0.1	1	0.1	-0.4	-1.5	1
NC(=S)Nc1ccc(F)cc1F	-5	-3	-5	-0.9	-2	-0.4	-2	0.6	1.6	-1.2	-6
O=C(COc1cnc2ccccc2n1)NCCC1=CCCCC1	-1	-1	0	0.0	-13	-0.7	-15	-0.2	1.2	-0.9	-15
Cc1cc(C)c2[nH]c(=O)c(C(c3nnnn3C(C)(C)C)N3CCN(C(=O)c4ccco4)CC3)cc2c1 (centres undefined)	-3	0	-7	-1.7	-21	0.1	-25	0.1	-1.3	-2.3	-16
CC1CCCCN1C(=O)CCS(=O)(=O)c1cc2c(cc1Cl)NC(=O)CO2 (centres undefined)	1	1	-3	-0.7	1	0.7	1	0.5	4.5	-0.5	3
COc1ccc(CC(=O)NCC(c2ccc(OC)cc2)N(C)C)cc1 (centres undefined)	8	-3	0	-1.2	0	1.0	-2	0.0	2.2	-1.7	-15
CCOC(=O)c1cnn2c(C(F)(F)F)cc(-c3ccco3)nc12	3	1	3	-1.4	i	0.7	-276	0.0	0.9	0.0	i
O=C(NC(Cc1ccccc1)C(=O)N1CCN(c2ccccc2O)CC1)c1ccccc1 (centres undefined)	2	-2	4	-1.8	4	-1.7	-4	-3.1	-3.0	-1.2	-6
Cc1cc(-c2ccc(C(=O)O)s2)cnc1N	2	3	-9	-1.2	i	-0.9	i	0.3	4.8	-0.5	i
Cc1c(CN(C)CCc2ccccc2)c(=O)n(-c2ccccc2)n1C	-6	-2	1	-1.4	0	1.1	-6	0.7	-2.5	-1.7	-4
O=C(c1ccc(CS(=O)(=O)c2ccccc2)o1)N1CCN(c2ncccn2)CC1	-3	3	-2	-2.2	-1	-1.7	-2	0.6	-0.4	-1.1	-5
COCCCN1C(=O)C(CC(=O)NCc2ccco2)CC(C(=O)N(C)C)=C1C (centres undefined)	2	-1	2	-1.1	-2	2.8	0	0.9	-2.6	-0.6	7
CCS(=O)(=O)c1ccc2oc(Nc3ccc(C(C)C)cc3)nc2c1	4	3	-1	-2.5	4	-1.3	3	0.0	3.6	-1.5	4
